DNMT1 inh: blocks human DNA methyltransferase DNMT1. P26358. DNMT1 molecular beacon, Hinp1I cleavage, fluorescence. inhibition (reported as % activation of signal), % at 10 µM. 0.83% of 360,000 active; in the data active means inhibition above about 50%
Target sequence (P26358 504-1616 limits assumed): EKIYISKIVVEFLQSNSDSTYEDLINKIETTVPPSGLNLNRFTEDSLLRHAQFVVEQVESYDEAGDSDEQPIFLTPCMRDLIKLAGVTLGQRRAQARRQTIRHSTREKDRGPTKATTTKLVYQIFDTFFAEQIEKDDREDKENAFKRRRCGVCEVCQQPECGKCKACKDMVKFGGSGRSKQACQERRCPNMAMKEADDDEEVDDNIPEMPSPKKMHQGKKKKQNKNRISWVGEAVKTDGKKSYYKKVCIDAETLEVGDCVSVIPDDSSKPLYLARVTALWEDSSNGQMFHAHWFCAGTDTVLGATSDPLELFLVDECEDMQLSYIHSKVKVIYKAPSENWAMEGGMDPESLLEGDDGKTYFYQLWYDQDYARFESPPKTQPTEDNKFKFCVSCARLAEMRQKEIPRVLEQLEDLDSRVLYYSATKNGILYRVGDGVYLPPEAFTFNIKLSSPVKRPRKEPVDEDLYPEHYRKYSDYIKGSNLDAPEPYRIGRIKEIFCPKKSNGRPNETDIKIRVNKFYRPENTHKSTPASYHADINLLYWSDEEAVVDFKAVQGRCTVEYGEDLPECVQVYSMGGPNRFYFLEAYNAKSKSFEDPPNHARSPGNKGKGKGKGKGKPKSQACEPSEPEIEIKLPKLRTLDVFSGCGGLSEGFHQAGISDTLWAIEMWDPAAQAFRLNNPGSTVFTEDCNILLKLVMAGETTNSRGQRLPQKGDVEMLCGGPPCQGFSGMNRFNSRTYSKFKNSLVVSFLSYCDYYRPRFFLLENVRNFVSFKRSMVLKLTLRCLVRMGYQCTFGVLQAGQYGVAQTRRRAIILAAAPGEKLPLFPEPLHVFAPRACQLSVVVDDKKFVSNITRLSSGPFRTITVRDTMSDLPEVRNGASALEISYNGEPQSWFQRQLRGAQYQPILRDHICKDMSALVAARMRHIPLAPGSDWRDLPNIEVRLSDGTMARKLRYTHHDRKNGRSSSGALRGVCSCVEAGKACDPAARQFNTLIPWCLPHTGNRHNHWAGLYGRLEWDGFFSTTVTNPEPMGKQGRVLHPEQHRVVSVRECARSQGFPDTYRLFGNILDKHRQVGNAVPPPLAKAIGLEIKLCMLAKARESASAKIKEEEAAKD
MsrA inhibitor: bovine MsrA inhibition; purified bovine MsrA, absorbance read-out; inhibition, % at 15.5 µM; 0.75% of 360,000 active; in the data active means inhibition above about 4.5%;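 further: 0% = vehicle wells with enzyme and 100% = reference inhibitor wells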
CendR NRP1 mod: NRP-1/CendR interaction modulation; O14786; FAM-RPARPAR peptide binding to NRP-1, fluorescence polarization; inhibition, % at 25 µM; 0.85% of 360,000 active; AID 602438;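 active means inhibition or corrected inhibition above about 18%, plus a signal ratio from 0.5 to 1.5, limit read from the data, passing the limit was not always enough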; further: strong numbers were not always called active
TbMetRS inhib: blocks T. brucei methionyl-tRNA synthetase activity. purified T. brucei MetRS, ATP depletion, Kinase-Glo luminescence. inhibition, % at 11.9 µM. 0.4% of 360,000 active. AID 624268;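 active means inhibition above a per-plate cutoff of the control wells' mean inhibition plus 3 SD, cut at about 5.5% in these data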;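 further: 0% = DMSO wells median and 100% = median of wells with control inhibitor compound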
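technique = Kinase-Glo luminescence, ATP depletion format | system = purified MetRS (methionyl-tRNA synthetase) enzyme from Trypanosoma brucei | timing = 15 min preincubation, 2 h reaction, all 25 °C | evaluation = percent inhibition versus plate control medians | dosing = single dose, 11.9 µM final nominal, 0.9% final DMSO | also added = substrates ATP, L-methionine and bulk Escherichia coli tRNA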
E coli Lon inh: inhibitors of E. coli Lon protease. P0A9M0. purified E. coli Lon protease, fluorescence polarization. 0.42% of 360,000 active. inhibition, % at 7.94 µM; in the data active means inhibition above about 13%, passing the limit was not always enough;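 further: 0% = enzyme with probe and DMSO and 100% = no enzyme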
SUMO1-SIM PPI: alters human SUMO1 binding to SIM partners | SUMO1 binding to a labelled peptide, TR-FRET, 1 h | inhibition, % at 20 µM | 0.33% of 360,000 active | AID 602429; in the data active means inhibition above about 37%
MsrA act: bovine methionine sulfoxide reductase A activation | purified bovine MsrA, absorbance read-out | activation, % at 10.6 µM | 0.3% of 360,000 active | AID 602163; in the data active means activation above about 7.5%;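 further: 0% = vehicle and 100% = reference activator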
LMPTP block: LMPTP (human) inhibition. P24666. recombinant LMPTP-A, OMFP fluorogenic substrate, fluorescence intensity. inhibition, % at 20 µM. 0.22% of 360,000 active. AID 651560;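 active means compounds that cut the enzyme signal by at least half of the control window in the single-dose screen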;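 further: plate controls were DMSO wells with enzyme plus substrate for no effect and substrate without enzyme for full effect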
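Material: LMPTP-A; amount: 0.625 nM enzyme; doses: single 20 µM dose; times: reaction 50 min, room temperature, dark; technique: fluorescence intensity of OMFP turnover product; benchmarks: no-enzyme and uninhibited controls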
STEP block: STEP (human) phosphatase inhibition; recombinant STEP, OMFP fluorogenic substrate, fluorescence; P54829; 0.25% of 360,000 active; inhibition, % at 20 µM;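 active means inhibition at 20 µM, scaled per plate between control wells, above about 37%, limit read from the data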;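 further: 0% = DMSO with enzyme and substrate and 100% = substrate only without enzyme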
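material = STEP tyrosine phosphatase | reagent = fluorogenic phosphatase substrate OMFP at 25 µM final | doses = single compound dose of 20 µM, 1% DMSO final | schedule = 20 min reaction, room temperature, in the dark | measured by = fluorescence, 480/540 nm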
Scp1 inh: Scp-1 (human) phosphatase inhibition; Q9GZU7; Recombinant Scp1, phosphopeptide, malachite green phosphate absorbance; inhibition, % at 20 µM; 0.88% of 340,000 active;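 active means inhibition above about 50% at 20 µM, limit read from the data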;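 further: plate controls were DMSO wells with enzyme for no effect and wells lacking enzyme for full effect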
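System: SCP-1 catalytic domain; Reagent: Phospho 17-mer peptide substrate; Doses: one concentration, 20 µM, with 1.0% DMSO; Incubation: 45 min room-temperature reaction, 5 min colour, 30 min stabiliser; Signal: Phosphate-binding colour reagent, absorbance read at 630 nm.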
Numbers without * were called inactive; x = not tested or not shown.

no.	mol	DNMT1 inh	MsrA inhibitor	CendR NRP1 mod	TbMetRS inhib	E coli Lon inh	SUMO1-SIM PPI	MsrA act	LMPTP block	STEP block	Scp1 inh
1	COc1ccc(C(=O)NC(C)CCCC(C)(C)O)cc1OC1CCN(C(C)=O)CC1 (stereo not drawn)	2.1	-0.1	3.5	0.4	-10.2	1.4	0.0	-1.2	1.1	1.3
2	O=C(N/N=C/c1ccc2c(c1)OCO2)c1cccnc1	1.6	2.1	14.2	-0.3	-4.8	-18.3	-5.0	-1.3	0.8	1.4
3	Cc1nnc(SCC(=O)Nc2ncc(S(=O)(=O)c3ccc([N+](=O)[O-])cc3)s2)s1	-2.8	-0.8	-3.9	-0.2	-5.9	-23.4	-4.3	1.4	4.9	-6.7
4	COc1cc2c(cc1OC)C(c1ccccc1O)N(C1CC(=O)N(c3ccccc3)C1=O)CC2 (stereo not drawn)	-6.5	0.4	19.4	-1.0	-14.5	-7.2	-12.3	-0.1	16.2	-7.0
5	COc1cccc(CNC(=O)C2Cc3cc(S(=O)(=O)N4CCCC4)ccc3N2C(C)=O)c1OC (stereo not drawn)	-1.0	-1.3	19.0	-0.7	1.1	-1.1	-8.6	-0.9	-2.4	0.6
6	COc1cccc(C2CC(c3cccs3)=NN2C(=O)CSc2nc3ccccc3o2)c1OC (stereo not drawn)	-0.8	-0.3	-4.3	-0.4	-0.1	-3.2	-6.9	3.0	-2.3	-10.4
7	N#CCC(=O)N/N=C/c1ccc(OS(=O)(=O)c2ccccc2)cc1	-10.5	-0.4	-1.6	0.0	-2.6	3.1	4.8	-0.1	-2.1	-10.3
8	COc1ccc(-c2cnnn2-c2ccc(NC(=O)/C=C/c3ccc(OC)c(OC)c3)cc2)cc1	-7.7	0.8	1.5	-0.1	-7.9	-4.4	-4.0	1.0	0.0	-6.8
9	O=C(CSc1ccccc1)Nc1nc2ccccc2[nH]1	1.4	-0.8	-7.8	2.7	-5.4	3.1	-2.1	0.9	-1.5	0.0
10	CCN1C(=O)[C@H]2[C@@H](c3ccc(-c4cccc(Cl)c4)c(OC)c3)N3CCCC[C@@]3(C(=O)OC)[C@H]2C1=O	-10.4	1.4	-4.5	-0.3	8.5	2.9	-0.7	1.9	-0.8	-8.6
11	Cc1ccc(S(=O)(=O)NC2CC2)cc1[N+](=O)[O-]	1.2	-0.7	17.0	-0.6	2.9	-9.9	-4.3	-2.4	-0.2	0.3
12	CCN(CC)CCNCc1cc(Cl)ccc1OCc1ccccc1F	-3.3	0.6	3.5	0.1	-3.9	-6.9	0.3	-0.7	-1.7	-0.3
13	c1ccc(-c2nnc(-c3ccccn3)nn2)nc1	-0.7	0.3	-6.8	-0.1	0.3	-9.6	-1.9	-1.2	0.2	-2.5
14	COc1ccc(/C=C/C(=O)NC(C)(C)C)cc1S(=O)(=O)N1CCOCC1	-0.6	-0.3	-3.7	0.0	5.0	-4.5	-0.1	-1.2	-0.7	-5.5
15	CCOC(=O)C1CCN(c2cc3c(cc2NC(=O)c2ccc(F)cc2)n(C)c(=O)n3C)CC1	1.6	1.5	-9.5	-0.7	0.0	0.7	-3.3	1.2	0.4	-2.2
16	COc1ccc(C(=O)OCC(=O)N(C)C2CCS(=O)(=O)C2)cc1Br (stereo not drawn)	3.0	-0.9	-0.5	-0.5	-5.2	3.8	-8.1	0.5	3.4	-5.7
17	COc1cc(C(=O)NC(=S)NNC(=O)[C@H]2C[C@@H]2c2ccccc2)cc(OC)c1OC	2.0	0.1	-4.6	-1.1	11.3	12.8	-4.7	-2.1	4.1	-0.7
18	CCOc1ccc(N2C(=O)CC(N3CCN(c4ccccc4OC)CC3)C2=O)cc1 (stereo not drawn)	-1.4	-1.1	7.7	0.2	3.7	4.5	1.2	0.1	0.2	-4.7
19	CC(OC(=O)CNS(=O)(=O)/C=C/c1ccccc1)C(=O)Nc1ccc(S(=O)(=O)N2CCCC2)cc1 (stereo not drawn)	-6.7	-0.8	-2.9	-0.3	-2.2	16.6	-4.8	0.9	-1.6	40.7
20	O=C(CC(=O)c1ccccc1)Nc1cccc([N+](=O)[O-])c1	-4.6	0.0	-8.1	0.4	-15.1	-29.8	-3.5	0.4	1.5	x
21	S=C(NCc1ccncc1)Nc1ccc(Cl)cc1	3.3	-0.8	-10.5	0.5	-7.0	3.6	-0.7	-0.7	-3.4	-4.1
22	COc1ccc(CNC(=O)c2cc(S(=O)(=O)N3CCCCC3)ccc2Cl)cc1OC	-2.0	-0.6	4.1	0.0	-5.0	7.8	-0.8	0.7	-0.7	7.5
23	O=C(Cn1c(=O)c2cccn2c2ccc(F)cc21)NCCCN1CCN(c2ccccc2F)CC1	0.4	-0.2	-0.8	-0.6	3.6	-2.0	-3.4	1.3	-2.5	-1.4
24	O=C(NC1CCCc2ccccc21)c1cccnc1 (stereo not drawn)	-3.0	1.6	-8.0	0.0	1.5	0.3	-4.0	-1.8	-1.8	-4.9

From no. 18 to 24, copied from above:
no.	mol	DNMT1 inh	MsrA inhibitor	CendR NRP1 mod	TbMetRS inhib	E coli Lon inh	SUMO1-SIM PPI	MsrA act	LMPTP block	STEP block	Scp1 inh
18	CCOc1ccc(N2C(=O)CC(N3CCN(c4ccccc4OC)CC3)C2=O)cc1 (stereo not drawn)	-1.4	-1.1	7.7	0.2	3.7	4.5	1.2	0.1	0.2	-4.7
19	CC(OC(=O)CNS(=O)(=O)/C=C/c1ccccc1)C(=O)Nc1ccc(S(=O)(=O)N2CCCC2)cc1 (stereo not drawn)	-6.7	-0.8	-2.9	-0.3	-2.2	16.6	-4.8	0.9	-1.6	40.7
20	O=C(CC(=O)c1ccccc1)Nc1cccc([N+](=O)[O-])c1	-4.6	0.0	-8.1	0.4	-15.1	-29.8	-3.5	0.4	1.5	x
21	S=C(NCc1ccncc1)Nc1ccc(Cl)cc1	3.3	-0.8	-10.5	0.5	-7.0	3.6	-0.7	-0.7	-3.4	-4.1
22	COc1ccc(CNC(=O)c2cc(S(=O)(=O)N3CCCCC3)ccc2Cl)cc1OC	-2.0	-0.6	4.1	0.0	-5.0	7.8	-0.8	0.7	-0.7	7.5
23	O=C(Cn1c(=O)c2cccn2c2ccc(F)cc21)NCCCN1CCN(c2ccccc2F)CC1	0.4	-0.2	-0.8	-0.6	3.6	-2.0	-3.4	1.3	-2.5	-1.4
24	O=C(NC1CCCc2ccccc21)c1cccnc1 (stereo not drawn)	-3.0	1.6	-8.0	0.0	1.5	0.3	-4.0	-1.8	-1.8	-4.9

New compounds follow
no.	mol	DNMT1 inh	MsrA inhibitor	CendR NRP1 mod	TbMetRS inhib	E coli Lon inh	SUMO1-SIM PPI	MsrA act	LMPTP block	STEP block	Scp1 inh
25	c1ccc(SCc2nc3ccccc3[nH]2)cc1	2.9	-2.6	5.6	6.5*	1.3	-0.2	-0.2	0.4	1.2	-0.3
26	O=C(Cn1cnc2ccccc2c1=O)c1cccs1	1.8	0.0	13.5	-0.5	6.4	-1.8	-0.8	-2.2	-1.2	-3.3
27	O=C(Cn1cnc2ccc(Br)cc2c1=O)c1cccs1	-0.1	x	13.8	-0.3	2.8	-1.4	0.6	0.0	2.2	2.9
28	Nc1[nH]c(C(=O)c2ccccc2)c(-c2ccc(Cl)cc2)c1C(=O)NCCc1c[nH]c2ccccc12	x	2.8	-6.7	-0.6	-2.2	-1.0	-7.2	1.1	x	x
29	COc1ccc(/C=C/C(=O)NC(=S)NNC(=O)Cc2cccs2)cc1	0.0	1.7	-12.1	-1.1	3.8	0.5	-2.9	-2.2	-0.4	-0.4
30	COc1ccccc1N1C(=NC(=O)CCc2ccccc2)SC2CS(=O)(=O)CC21 (stereo not drawn)	-1.9	1.7	9.8	-0.3	2.3	2.9	-2.4	-0.1	1.1	-4.7
31	O=C(NCCCN1CCCC1=O)c1ccc(Cl)c(S(=O)(=O)N2CCCCC2)c1	6.0	-0.7	-10.8	-0.4	-7.8	-4.1	-6.7	0.6	-2.9	7.1
32	COc1ccc(NC(=O)CCC(=O)c2ccc(C(C)C)cc2)cc1	-1.1	0.0	5.3	1.0	3.0	0.6	-1.1	2.3	-0.6	-5.1
33	Cc1ccc(-c2nc(S(=O)(=O)c3ccc(F)cc3)c(SCC(=O)NCC3CCCO3)o2)cc1 (stereo not drawn)	7.6	0.8	-6.9	-0.6	-7.0	5.7	-1.3	-1.5	0.1	-6.7
34	CN(C)c1ccc(/C=N/NC(=O)CCc2c[nH]c3ccccc23)cc1	-6.1	5.5*	2.9	-0.1	-1.5	-1.8	-1.9	-1.1	1.5	-2.7
35	O=C(CCNS(=O)(=O)c1ccc2[nH]c(=O)oc2c1)Nc1cccc(Br)c1	-0.6	0.3	18.8	0.3	-3.1	3.6	-1.9	0.1	2.5	-4.7
36	CCCCCn1c(CN2CCN(c3cccc(Cl)c3)CC2)nc2c1c(=O)[nH]c(=O)n2C	-11.7	0.7	7.5	-0.2	2.2	1.0	2.4	0.0	-0.4	8.7
37	CC(C)CN(C(=O)COC(=O)CCC(=O)c1ccc(Cl)cc1)c1c(N)n(Cc2ccccc2)c(=O)[nH]c1=O	-0.4	0.7	-12.1	-0.6	-21.1	0.2	-4.5	-2.7	2.3	1.2
38	CCOc1ccc(CCN2C(=O)C(=O)N([C@@H](CC(C)C)CN3CCC[C@H]3CN3C(=O)C(=O)NC[C@@H]3Cc3ccc(O)cc3)C[C@@H]2CC(C)C)cc1	x	-0.1	5.3	-0.7	1.9	1.0	2.6	-1.4	x	x
39	Cc1cccn2c(=O)nc(SCC(=O)NCc3ccco3)nc12	10.6	1.3	-2.5	-0.4	-2.7	2.9	-4.9	-0.5	2.8	35.6
40	COC(=O)C1=C(O)/C(=C\c2ccc(CNC(=O)C(=O)Nc3ccc(C)c(C)c3)o2)N=C1C	85.7*	1.5	-53.3	-1.6	-23.7	11.2	-11.9	7.8	4.3	-0.5
41	Cn1nc(Cc2n[nH]c(=S)n2C)c2ccccc2c1=O	1.4	1.9	2.2	0.3	-1.8	7.3	-1.6	-10.0	-4.0	0.1
42	CCCC(=O)Nc1ccc2c(c1)nc(CCN1CCN(c3ccccn3)CC1)n2C	-1.5	1.8	-6.8	-1.2	2.5	-0.6	-4.8	-1.0	-3.5	-5.7
43	COc1ccc(-c2noc(N3CCC(C(=O)Nc4ccccc4OC)CC3)n2)cc1	0.9	0.8	8.1	-0.3	-2.3	-1.0	-0.2	-0.6	0.6	-14.6
44	CN(C)S(=O)(=O)c1ccc(C(=O)NCc2nnc(SCC(=O)Nc3ccc(F)cc3)n2-c2ccc(F)cc2)cc1	-1.9	0.7	-9.6	0.1	-0.6	-0.4	0.7	-1.0	-2.9	-7.1

Screens as filed in PubChem.
